HCV core dimer – blocks dimerization of HCV core protein | 0.33% of 300,000 active | TR-FRET GST/Flag-core106 dimerization, 1536-well | inhibition, % at 5 µM;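 active means inhibition above the mean of all tested compounds plus 3 SD, set per screening campaign, cut at about 45% in these data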
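System – GST-tagged and Flag-tagged HCV core protein residues 1-106 · Repeats – one well for each compound · Technique – TR-FRET 671 and 617 nm emission · Doses – one concentration, 5 µM, in 0.5% DMSO · Times – 4 h, 22.5 °C incubation · Also added – Eu donor and XL665 acceptor anti-tag antibodies · Measure – percent inhibition of core106 dimerization signal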
Efflux pump mplx – inhibitors of Candida antifungal efflux pumps expressed in yeast | 0.44% of 330,000 active | inhibition, % at 10 µM | S. cerevisiae Candida pump triplex, Nile Red efflux | AID 485275;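 active means plate passing quality check with inhibition over a set limit, or well fluorescence over plate mean plus 4 SD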;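 further: Nile Red retained in pooled yeast measured as flow cytometry median fluorescence; 0% = buffer negative control and 100% = Enniatin B positive control; higher means more Nile Red kept so more efflux inhibition; some compounds called inactive have numbers as strong as hits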
CTSL1 counter – counter-screen for PFM18AAP inhibitors: inhibitors of F. hepatica cathepsin L1. recombinant F. hepatica cathepsin L1, Z-Leu-Arg-MCA fluorescence. inhibition, % at 5.96 µM. 0.49% of 300,000 active;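 active means inhibition above the mean of all tested compounds plus 3 SD, set per screening campaign, cut at about 17% in these data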;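 further: 0% = plate median of test compound wells and 100% = 1 µM Z-Phe-Ala-diazomethylketone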
EBNA-1 inhibitor – blocks EBNA-1 binding to DNA. EBNA-1 DNA binding, fluorescence polarization. inhibition, % at 14.8 µM. 0.34% of 300,000 active; in the data active means inhibition above about 28%
TPT1 inh – blocks Candida albicans tRNA 2'-phosphotransferase | AID 1962 | recombinant caTPT1, FP RNA substrate dephosphorylation | 0.81% of 300,000 active | inhibition, % at 5 µM;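 active means inhibition above the mean of all tested compounds plus 3 SD, set per screening campaign, cut at about 24% in these data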;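 further: plate controls were DMSO alone for no effect and ferristatin control at 100 nM for full effect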
PP1 inh – blocks human PP1-alpha phosphatase, a PP5 counter-screen. AID 2235. 0.9% of 320,000 active. inhibition, % at 6.7 µM. purified PP1alpha, OMFP fluorescence. P62136;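 active means inhibition above the mean inhibition of all tested compounds plus 3 SD, computed separately for each screening campaign, cut at about 15% in these data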
ZTA DNA inh – blocks Epstein-Barr virus ZTA, an EBNA-1 counter-screen | ZTA-DNA binding, fluorescence polarization | inhibition, % at 11 µM | 0.15% of 320,000 active; in the data active means inhibition above about 33%
Target sequence (P03206 whole entry, looked up): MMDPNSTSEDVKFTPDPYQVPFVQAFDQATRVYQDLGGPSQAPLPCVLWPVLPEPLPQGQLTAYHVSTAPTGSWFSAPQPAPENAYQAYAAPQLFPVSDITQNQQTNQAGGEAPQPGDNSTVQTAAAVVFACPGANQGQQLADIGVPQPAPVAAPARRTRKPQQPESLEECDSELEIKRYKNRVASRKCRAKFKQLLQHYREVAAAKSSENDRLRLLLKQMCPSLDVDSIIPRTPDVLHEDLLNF
PP5 primary – inhibitors of human protein phosphatase 5 (PP5) | P53041 | purified PP5c, OMFP substrate fluorescence | 0.18% of 320,000 active | inhibition, % at 6.7 µM | AID 1987;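 active means inhibition above the campaign's mean inhibition across all tested compounds plus 3 SD, cut at about 9.5% in these data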;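 further: 0% = DMSO only and 100% = 100 µM cantharidin control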
PREPL inhibitor – human PREPL enzyme inhibition; Q4J6C6; recombinant PREPL, fluorescence polarization activity-based probe; inhibition, % at 5.96 µM; 0.68% of 320,000 active; AID 2751; in the data active means inhibition above about 43%;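 further: 0% = enzyme with DMSO and 100% = wells lacking enzyme; many of its hits are not listed in these tables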
Target sequence (Q4J6C6 whole entry, looked up): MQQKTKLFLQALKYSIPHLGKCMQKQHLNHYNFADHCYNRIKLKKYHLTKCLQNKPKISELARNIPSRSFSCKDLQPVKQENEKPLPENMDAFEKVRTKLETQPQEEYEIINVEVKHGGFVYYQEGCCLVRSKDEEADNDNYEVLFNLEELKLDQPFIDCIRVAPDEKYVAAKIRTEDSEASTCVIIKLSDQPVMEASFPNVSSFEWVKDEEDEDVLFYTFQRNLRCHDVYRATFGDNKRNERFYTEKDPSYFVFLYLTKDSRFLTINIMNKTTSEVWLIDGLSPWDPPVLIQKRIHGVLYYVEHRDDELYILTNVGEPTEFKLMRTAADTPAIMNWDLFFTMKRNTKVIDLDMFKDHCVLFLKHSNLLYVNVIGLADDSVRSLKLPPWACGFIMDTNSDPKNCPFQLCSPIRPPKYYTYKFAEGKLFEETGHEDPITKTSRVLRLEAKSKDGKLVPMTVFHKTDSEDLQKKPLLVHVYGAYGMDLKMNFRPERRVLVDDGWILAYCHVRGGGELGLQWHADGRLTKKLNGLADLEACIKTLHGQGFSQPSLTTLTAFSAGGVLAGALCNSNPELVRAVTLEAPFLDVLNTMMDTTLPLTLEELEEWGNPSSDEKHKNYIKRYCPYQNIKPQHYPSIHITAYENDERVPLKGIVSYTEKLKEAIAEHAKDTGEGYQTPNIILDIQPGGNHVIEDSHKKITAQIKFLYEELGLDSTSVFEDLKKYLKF
Active calls of the source: *; nt = not tested or not shown. The list is partial; count on the stated rates, not on these rows.

Order of results: HCV core dimer	Efflux pump mplx	CTSL1 counter	EBNA-1 inhibitor	TPT1 inh	PP1 inh	ZTA DNA inh	PP5 primary	PREPL inhibitor
CCOC(=O)C1=C(CN2CCCCC2)NC(=O)NC1c1cc(C)ccc1C (stereo not given)
 : 4	0.0	9	5	-2	2	10	0.6	6
CCCCOc1ccc(-c2c(C(=O)Nc3ccccc3)c(C)[nH]c(=S)c2C#N)cc1
 : 26	0.0	5	-1	-1	-1	0	1.8	6
COc1ccc(OC)c(NC(=O)CCN2CCN(c3ccccc3F)CC2)c1
 : 2	0.1	-4	4	-5	-7	-8	2.1	34
O=c1c(Oc2ccccc2Br)c(C(F)(F)F)oc2c(CN3CCCC3)c(O)ccc12
 : 0	-0.1	6	-10	7	0	2	1.2	-12
O=C(CCCCO)c1ccc(O)c(Cl)c1
 : -1	-0.3	4	4	-1	1	-6	0.8	-9
CCCC(=O)Nc1ccc2c(c1)nc(CN1CCCCC1)n2C
 : -2	0.0	1	6	0	-2	1	1.8	2
Cc1ccccc1-n1nnnc1SCC(=O)NCC1CCCO1 (stereo not given)
 : -5	0.1	0	-10	-1	-2	7	-1.8	-7
CC1(C)CC(=O)C=C(NNC(=O)c2cccnc2)C1
 : -3	-0.1	-6	-4	-7	-4	-10	-0.4	0
COc1cccc(CN2CCN(Cc3nc4c(s3)CCCC4)CC2CCO)c1 (stereo not given)
 : -3	-0.1	0	-6	1	-4	-14	3.8	13
Cc1ccc(CC(=O)N2CCN(c3cccc(C(F)(F)F)c3)CC2)cc1
 : 0	0.3	0	-4	1	0	-4	4.4	1
Cc1cc2c(cc1S(=O)(=O)NCCc1ccccc1)NC(=O)CO2
 : 1	-0.1	3	8	-3	-2	7	1.7	-13
O=C(CSc1nnc(COc2ccccc2F)n1-c1ccccc1)NCc1ccco1
 : 4	-0.2	-1	-8	-3	3	6	2.2	-36
CCOC(=O)C1CCN(C(=O)CSc2n[nH]c(=O)[nH]c2=O)CC1
 : -8	-0.3	2	-2	-2	1	-19	-1.6	-6
COCCN=C1Sc2nc3cc(C)c(C)cc3cc2CN1Cc1cccs1
 : 26	0.2	5	-3	-4	0	-1	-0.5	6
O=c1cc(-c2cccc(Br)c2)oc2cccc(O)c12
 : 6	0.0	2	-5	-2	1	-8	4.9	-37
COc1ccc(/C=C/c2nc(C#N)c(NCCN(C)C)o2)cc1OC
 : 0	0.0	0	3	0	3	-13	2.7	2
COc1ccc(CNC(=O)NC(C)(C)c2cccc(C(C)(C)NC(=O)NCc3ccc(OC)cc3)c2)cc1
 : -4	0.3	2	1	-2	1	-7	2.4	1
COc1ccc(Nc2nc(OC)nc(N3CCOCC3)n2)cc1
 : 1	0.0	1	6	-4	-1	14	-0.7	5
O=S(=O)(c1ccc(F)c(F)c1)N1CCC2(CC1)OCCO2
 : 4	-0.3	-2	7	0	-1	3	0.7	3
COc1ccc(C(=O)NCc2ccc(C)cc2)cc1S(=O)(=O)N1CCCc2ccccc21
 : 22	0.2	0	-4	0	0	-9	1.6	1
O=C(CN1CCN(S(=O)(=O)c2ccc(Br)cc2)CC1)Nc1ccccc1F
 : 10	0.2	-1	-9	2	-2	-21	2.4	-30
O=C(NNC(=O)c1ccncc1)NC1CCCCC1
 : -2	-0.1	0	-14	4	1	7	2.3	-2
COc1ccc(C(=O)NCCc2nnc(SCC(=O)Nc3ccc(Br)cc3)n2C)cc1
 : -4	-0.2	1	9	-5	1	1	-1.8	-2
CCn1nc(C)c(NC(=O)CSc2nnc(-c3ccco3)n2C)c1C
 : -3	-0.1	-1	-1	-1	2	3	0.0	-3
CC(=O)C1C(c2ccc(O)cc2)NC(=O)NC1(O)C(F)(F)F (stereo not given)
 : -10	-0.2	-3	-9	-2	2	-5	0.1	-6
Cc1ccc(NC(=O)c2ccco2)c([N+](=O)[O-])c1
 : -9	0.1	-4	6	-3	-1	-8	3.2	9
O=C(CNc1cccc(S(=O)(=O)N2CCOCC2)c1)Nc1cccc(Br)c1
 : 0	0.0	0	-11	4	-2	14	-0.5	8
COC(=O)c1ccccc1NC(=O)c1cc(-c2ccc(O)cc2)on1
 : -10	0.1	-2	13	-1	-1	-7	1.9	-9
CCOC(=O)/C=C1\CN(Cc2cc(OC)c(OC)c(OC)c2)S(=O)(=O)c2ccc(C(F)(F)F)cc21
 : 3	-0.1	3	4	0	2	-4	1.4	10
COC(=O)c1ccc(NC(=O)NCCCl)cc1
 : 3	-0.1	1	2	-1	-5	4	1.0	2
CC(C)N(C(=O)CSc1nc2ccccc2n1-c1ccccc1)C(C)C
 : 4	-0.3	-3	3	-1	0	-2	5.1	10
Cc1ccc(C(=O)NN2C(=O)c3ccc(S(=O)(=O)c4ccc(C(=O)O)cc4)cc3C2=O)cc1
 : 0	-0.1	-2	-2	0	1	-5	1.2	-5
CC(C)(C)NC(=O)C(=O)NNC(=O)COc1ccc(Br)cc1
 : -11	-0.1	-8	-3	3	0	-1	0.8	0
Cc1ccc(NC(=O)Cn2nc(C)cc2C)cc1
 : -3	0.0	-1	-1	-4	-1	20	0.1	-2
O=C1COc2ccc(C(=O)COC(=O)c3ncc(Cl)c(Cl)c3Cl)cc2N1
 : -5	-0.1	-4	-3	-1	-2	-23	0.0	8
CC(C)(C)c1ccc(-c2nc(O)c(CC(=O)O)s2)cc1
 : 7	-0.1	-1	1	7	-4	-1	-1.5	-5
C=CCOc1ccc(CNn2cn[nH]c2=S)cc1OCC
 : 3	-0.1	-5	-9	-3	-8	-3	1.7	0
Cc1ccc(C)c(NC(=O)CN(C)C(=O)C2CCN(C(=O)Nc3ccccc3)CC2)c1
 : -9	0.0	17*	-3	-1	-6	-10	2.2	9
COc1ccccc1CNC(=O)c1ccc(-c2ccccc2Cl)o1
 : 8	0.0	5	19	2	12	21	0.0	-14
C=CCN1C(=O)C(CC(=O)Nc2ccccc2)N(Cc2ccccn2)C1=S (stereo not given)
 : 3	-0.1	0	5	3	0	14	-0.3	1
CCN1CCCC1CNC(=O)CCNC(=O)c1cc(OC)c(OC)c(OC)c1 (stereo not given)
 : 2	0.3	-3	0	2	0	14	-0.3	6
Cc1ccc(C(=O)c2cc3ccccc3o2)cc1[N+](=O)[O-]
 : 4	-0.4	-2	-1	-4	2	-7	0.4	6
O=C(c1ccco1)N(CC1CCCO1)c1nc(-c2ccccc2)cs1 (stereo not given)
 : 3	-0.1	1	-11	0	2	-10	1.7	-9
NC(=O)C1CCN(C(=O)C2c3ccccc3C(=O)N3CCc4ccccc4C23)CC1 (stereo not given)
 : -3	0.1	1	-10	1	1	-4	4.1	0
CCOc1ccc(NC(=O)Nc2cc(C)ccc2OC)cc1
 : -3	0.0	-1	-13	-2	3	-8	4.8	5

Next section; it opens with the 2 that closed the last part.
Order of results: HCV core dimer	Efflux pump mplx	CTSL1 counter	EBNA-1 inhibitor	TPT1 inh	PP1 inh	ZTA DNA inh	PP5 primary	PREPL inhibitor
NC(=O)C1CCN(C(=O)C2c3ccccc3C(=O)N3CCc4ccccc4C23)CC1 (stereo not given)
 : -3	0.1	1	-10	1	1	-4	4.1	0
CCOc1ccc(NC(=O)Nc2cc(C)ccc2OC)cc1
 : -3	0.0	-1	-13	-2	3	-8	4.8	5
COc1ccc(CNS(=O)(=O)c2ccc(-n3cnnn3)c(OC)c2)cc1
 : 8	-0.1	-2	2	-2	-2	-12	2.5	-4
Cc1cccc(C)c1N1C(=O)CC(N(O)c2ccccc2)C1=O (stereo not given)
 : -3	0.1	6	-2	-4	1	-25	-7.6	11
Cc1ccc(C)c(-c2ccc(=O)n(Cc3cccc(Br)c3)n2)c1
 : -10	-0.1	4	-7	-4	6	-13	3.6	-6
Cc1cc(C)c2c(c1)-c1c(ssc1=S)C(C)(C)N2C(=O)CSc1nncn1C
 : 1	0.3	4	-12	0	-2	-11	3.1	23
O=C(NC1CC1)C1CCN(S(=O)(=O)c2cc([N+](=O)[O-])ccc2Cl)CC1
 : nt	-0.1	nt	nt	nt	5	-13	0.4	7
COc1cccc(NC(=O)CCCNC(=O)Cn2cnc3sc(C)c(C)c3c2=O)c1
 : -5	0.1	-5	-17	2	-3	15	1.7	-29
CCN(c1ccccc1)S(=O)(=O)c1csc(C(N)=O)c1
 : -20	-0.1	-9	5	-1	5	4	0.6	3
O=C(NCc1ccc(OC(F)(F)F)cc1)C1CC(c2cccc(F)c2)=NO1 (stereo not given)
 : -6	-0.1	-1	12	-3	4	-19	3.2	1
CCOC(=O)c1ccc(NC(=O)c2ccc(CO)c(C(=O)NC3CCN(C(=O)OCC)CC3)c2)cc1
 : -3	-0.1	-1	-4	2	-5	-3	-0.4	-5
CCOc1ccc(CNCCc2ccc(S(N)(=O)=O)cc2)cc1
 : -1	-0.1	-3	-2	-6	0	-1	1.4	-11
CC(C)(C)c1nnc2sc(SCC(=O)NCc3ccco3)nn2c1=O
 : nt	-0.2	nt	nt	nt	-1	2	3.7	13
CCOc1ccc(-c2cnc(N)n2C)cc1
 : 5	-0.1	2	4	-4	-4	6	-0.4	-2
O=C(O)c1cn(Cc2ccccc2Cl)c2ccc(S(=O)(=O)N3CCOCC3)cc2c1=O
 : 1	-0.1	7	-3	-4	12	-16	-0.5	20
CC(C)Oc1cccc(C(=O)C2CCCN(Cc3ccc(Oc4ncccn4)cc3)C2)c1 (stereo not given)
 : 5	0.1	4	5	-2	-4	19	3.6	4
CCN(C(=O)c1ccc(=O)[nH]c1)c1c(N)n(Cc2ccccc2)c(=O)[nH]c1=O
 : nt	-0.1	nt	nt	nt	2	3	-1.7	1
CC(OC(=O)c1ccncc1)C(=O)Nc1cccc(Cl)c1 (stereo not given)
 : -3	0.0	-10	2	2	-2	3	-1.6	-1
Cn1ncc2cc(NC(N)=S)ccc21
 : -3	-0.1	-1	1	0	-3	-3	-0.1	-6
CC(Oc1ccc(F)cc1)C(=O)N(CCC1=CCCCC1)c1c(N)n(Cc2ccccc2)c(=O)[nH]c1=O (stereo not given)
 : 6	-0.1	-4	17	-3	0	12	0.9	4
O=C(/C=C/c1cccs1)NC(=S)NNC(=O)c1ccccc1O
 : -3	0.0	1	-17	-7	2	0	2.5	6
Cc1nnsc1C(=O)NNc1ccc(C(C)(C)C)cc1
 : 0	-0.1	6	-11	-3	0	-11	1.8	4
O=C(Cc1ccccc1)Nc1nnc(-c2cccc([N+](=O)[O-])c2)s1
 : 5	-0.3	0	2	-1	1	-12	1.7	10
Nc1ncnc2nc(SCC(=O)Nc3ccccc3F)[nH]c12
 : -19	-0.1	8	-2	-3	3	-1	3.0	6
O=C(c1ccc(F)cc1)N1CCN(c2cc(N3CCCCC3)c(F)cc2[N+](=O)[O-])CC1
 : 8	0.5	0	-11	-3	10	2	4.2	13
O=C(COC(=O)c1ccc(Cl)c(S(=O)(=O)N2CCc3ccccc3C2)c1)Nc1ncc(Cl)cc1Cl
 : 5	-0.2	-1	1	3	10	1	3.6	-8
CCCc1nc2ccc(NC(=O)c3cccs3)cc2c(=O)n1Cc1ccc(Cl)cc1
 : 16	-0.1	9	-11	-3	-3	-21	2.0	-25
Cc1ccc(-n2nc(C(=O)N/N=C/c3cccc(C(F)(F)F)c3)c3ccccc3c2=O)cc1C
 : 0	-0.2	-2	2	-5	0	-29	0.7	5
Cc1cc(C)c2nc(N3CCCC(C(=O)NCCCN4CCOCC4)C3)sc2c1 (stereo not given)
 : 3	0.0	-3	-9	-1	3	-7	3.2	11
CCOC(=O)C1(c2csc(N)n2)COC(=O)C1 (stereo not given)
 : -7	-0.1	-2	-4	-6	4	-15	1.0	-6

Screening data from PubChem.
